# Screening data from PubChem BioAssay.
# JMJD2A Tudor inh: JMJD2A Tudor domain (human) inhibition. hit rate 4.4% among 390,000. Potency, µM (top dose mostly 114 µM), for inactives: at the highest dose activity change, negative = inhibition, actives largely listed as inhibitors. AID 504339. O75164. AlphaScreen JMJD2A-Tudor / H3K4me3 peptide binding; further: on the % scale 0 is the no-effect control and ±100 the full control effect; nearly all actives have a fitted effect of over 50% in size
# Pol beta inh: DNA polymerase beta (human) inhibition; Potency, µM (titrated, usually from 114 µM), without a hit: top-dose activity change, negative = inhibition, most hits filed as inhibitors; hit rate 1.3% among 340,000; P06746; Pol beta primer extension/strand displacement, fluorescence kinetic; further: on the % scale 0 is the no-effect control and ±100 the full control effect
#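 Enzyme-only controls used 10 nM Pol beta; buffer lacking enzyme served as negative control. Compound preincubated 15 min, then 50 nM substrate added; 0 and 10 min reads at room temperature.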
# POLH inh: DNA polymerase eta (human) inhibition; recombinant Pol eta, fluorescent DNA replication assay; Q9Y253; Potency, µM (highest dose often 114 µM), for the others: top-dose activity change, negative = inhibition, actives largely listed as inhibitors; AID 588591; hit rate 1.2% among 390,000; further: on the % scale 0 is the no-effect control and ±100 the full control effect
#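 Fluorescent replication assay: 50 nM final substrate added after a 15 min room-temperature compound preincubation with 10 nM enzyme. Signal taken at 0 min and again at 10 min.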
# BLM inh: Bloom syndrome helicase (human) inhibition; P54132; recombinant BLM DNA unwinding, fluorescence dequenching; Potency, µM (titrated, usually from 56.1 µM), for inactives: at the highest dose activity change, negative = inhibition, actives largely listed as inhibitors; hit rate 0.2% among 350,000; AID 2528;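 further: plate controls were vehicle for no effect and no enzyme for full effect; nearly all actives have a fitted effect of over 35% in size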
# G9a inh: inhibitors of human histone lysine methyltransferase G9a | Q96KQ7 | G9a H3K9 monomethylation, AlphaScreen, 2 h | Potency, µM (titrated, usually from 102 µM), without a hit: top-dose activity, negative = inhibition, hits mostly inhibitors | hit rate 8.8% among 350,000; further: on the % scale 0 is the no-effect control and ±100 the full control effect; nearly all actives have a fitted effect of over 75% in size
# Target sequence (Q96KQ7 913-1193 limits assumed): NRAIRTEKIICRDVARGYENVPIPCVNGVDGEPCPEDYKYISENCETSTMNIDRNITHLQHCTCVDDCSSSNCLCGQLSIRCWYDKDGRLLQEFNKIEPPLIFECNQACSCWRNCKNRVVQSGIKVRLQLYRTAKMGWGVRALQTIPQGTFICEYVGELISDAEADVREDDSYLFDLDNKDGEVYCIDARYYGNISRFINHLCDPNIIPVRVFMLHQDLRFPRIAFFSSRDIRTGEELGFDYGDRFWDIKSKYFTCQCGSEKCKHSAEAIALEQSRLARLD
#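 AlphaScreen detection with an anti-monomethyl H3K9 antibody quantified product after a 2 h room-temperature reaction containing 500 nM biotinylated H3K9 peptide, 20 µM SAM and 20 nM enzyme, which had been preincubated 15 min with compound.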
# POLI inh: inhibitors of human DNA polymerase iota. Q9UNA4. Pol iota fluorescent replication assay, 10 min. Potency, µM (series often up to 115 µM), without a hit: at the highest dose activity, negative = inhibition, usual class: inhibitors. hit rate 1% among 390,000
#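 Pol iota at 10 nM preincubated 15 min with compounds at room temperature; reaction started with fluorescent substrate, 50 nM final. Fluorescence read kinetically at 0 and 10 min; buffer-only wells as negative control.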
# APEX1 inh: inhibitors of human APE1 endonuclease | P27695 | recombinant APE1, TAMRA/BHQ-2 abasic DNA cleavage fluorescence | Potency, µM (series often up to 65.8 µM), inactives show at the top dose activity change, negative = inhibition, most hits filed as inhibitors | hit rate 0.35% among 350,000 | AID 2517;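 further: plate controls were vehicle for no effect and reference inhibitor for full effect; nearly all actives have a fitted effect of over 55% in size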
# Target sequence (P27695 whole entry, looked up): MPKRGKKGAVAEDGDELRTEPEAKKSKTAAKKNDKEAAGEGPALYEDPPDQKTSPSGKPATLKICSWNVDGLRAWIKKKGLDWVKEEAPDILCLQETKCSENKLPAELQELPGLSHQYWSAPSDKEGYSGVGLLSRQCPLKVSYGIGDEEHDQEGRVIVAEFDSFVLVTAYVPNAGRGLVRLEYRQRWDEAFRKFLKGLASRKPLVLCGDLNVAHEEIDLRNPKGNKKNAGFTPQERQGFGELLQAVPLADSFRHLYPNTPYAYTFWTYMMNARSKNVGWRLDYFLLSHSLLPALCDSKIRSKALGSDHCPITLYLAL
#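 Readout is kinetic fluorescence (ex 525, em 598 nm) from cleavage of 50 nM TAMRA/BHQ-2 THF abasic duplex by 0.75 nM APE1, compound added 15 min beforehand at RT.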
# POLK inh: DNA polymerase kappa (human) inhibition; Q9UBT6; purified Pol kappa, fluorescent DNA synthesis assay, 10 min; Potency, µM (series often up to 107 µM), without a hit: at the top dose activity, negative = inhibition, most hits filed as inhibitors; hit rate 0.53% among 400,000; AID 588579; further: on the % scale 0 is the no-effect control and ±100 the full control effect
#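 Enzyme at 10 nM met test compounds for 15 min at room temperature. Substrate addition (50 nM final) began the reaction, which was monitored by fluorescence at 0 and 10 min.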
# BAZ2B block: blocks human BAZ2B; Potency, µM (titrated, usually from 114 µM), for inactives: top-dose activity change, negative = inhibition, actives largely listed as inhibitors; hit rate 4.4% among 360,000; AlphaScreen BAZ2B-H3K14Ac peptide displacement; further: on the % scale 0 is the no-effect control and ±100 the full control effect; nearly all actives have a fitted effect of over 60% in size
#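 Complex of BAZ2B and biotin-H3K14Ac (50 nM apiece) forms over 30 min at RT, then faces library compounds up to 110 uM for another 30 min; AlphaScreen beads added, 20 min dark incubation, luminescence read.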
# Active calls of the source: *; ? = inconclusive; · = no result given; [ ] = dose if it differs, or a comment. The call rests on the fitted dose curve; in most records, active means well fitted curve in the direction sought with a large enough effect; inconclusive means small, poorly fitted or top-dose-only effect, or another doubt; inactive means no such curve, though single readings can be large; an effect the other way counts as inactive or inconclusive. Potency means the concentration at half of the fitted maximal effect.
SMILES,JMJD2A Tudor inh,Pol beta inh,POLH inh,BLM inh,G9a inh,POLI inh,APEX1 inh,POLK inh,BAZ2B block
O=C(COC(=O)c1cccc(C(F)(F)F)c1)NC(=O)NC1CCCC1,-3%,·,-25%,·,·,38%[activator],-13%,-14%,·
N#Cc1ccccc1OCC(=O)OCC(=O)NC1CCS(=O)(=O)C1 (stereo not given),-6%,·,-5%,·,22%[12.7 µM],-5%,21%,-3%,3%
c1ccc2c(c1)OCCc1c-2[nH]c2ccccc12,?,1%,-13%,-9%,?,8%,38%,1%,-34%
CCOC(=O)Cn1c(=O)n(CC(=O)OCC)c2ccccc21,4%,5%,4%,-1%,12%[12.7 µM],7%,20%,-9%,-5%
CC(OC(=O)CN(C)S(=O)(=O)c1ccc(Cl)cc1)C(=O)Nc1ccc(N2CCOCC2)cc1 (stereo not given),-21%,16%,-22%,-11%,6%[59 µM],-7%,4%,-26%,13%
S=c1[nH]nc(-c2cc(-c3ccco3)[nH]n2)n1-c1ccccc1Cl,89µM*,?,32µM*,5%,4.5µM*,?,14µM*,?,50µM*
O=C(CN1CCOCC1)Nc1cccc([N+](=O)[O-])c1,-5%,·,10%,·,·,12%,·,6%,·
CC1CCc2c(C(=O)N3CCN(S(=O)(=O)c4cccs4)CC3)csc2C1 (stereo not given),-18%,-4%,-11%,-3%,?,?,-8%,-8%,-12%
C=CCn1c(SCC(=O)NCCc2ccccc2)nc2c([nH]c3ccccc32)c1=O,-6%,2%,-19%,-2%,37%,21%,10%,-6%,-2%
O=C(COC(=O)c1ccc(O)cc1)NCC1COc2ccccc2O1 (stereo not given),-2%,·,-15%,·,-6%[59 µM],13%,-8%,-16%,6%
CCOc1ccc2nc(SCC(=O)NCc3ccccc3OC)[nH]c2c1,-19%,23%,-3%,-5%,-16%,34%[activator],-6%,9%,-4%
Cc1ccc(N2CCN(C(=O)N3CCOCC3)CC2)cc1C,-13%,-24%,4%,-6%,?,-5%,7%,0%,-4%
Nc1ccc(C(=O)Nc2ccc3c(O)cc(S(=O)(=O)O)cc3c2)cc1,56µM*,·,11µM*,·,·,?,·,?,·
COc1cc(C=O)ccc1OCCOc1ccccc1[N+](=O)[O-],0%[57.1 µM],6%,-22%,-2%,-12%[59 µM],-10%,0%,-12%,7%
Cc1cc(C(=O)NCC2CCCO2)n(-c2ccccc2)n1 (stereo not given),5%,14%,-2%,0%,-41%,-2%,2%,-4%,-4%
Cc1ccc(N2C(=O)Nc3cc(Cl)c(Cl)cc3N2O)cc1Cl,-9%,0%,-4%,0%,-50%,40%[activator],-3%,0%,·
Cc1nc2sc(C(c3ccc(Cl)cc3)N3CCN(CCO)CC3)c(O)n2n1 (stereo not given),-4%,?,-15%,-1%,23%[59 µM],-2%,18%,-1%,-1%
O=C(NCc1cn(-c2ccccc2)nc1-c1ccccc1)c1ccc([N+](=O)[O-])cc1,-21%,-21%,-16%,-6%,?,14%,1%,5%,-6%
Cc1cc(NC(=O)CN2CCOCC2)n(-c2ccccc2)n1,-6%,10%,-11%,-2%,·,-11%,-2%,-12%,-1%
COc1ccc(CCNC(=O)c2cccc(-n3c(C)nc4cccnc43)c2)cc1OC,-2%,?,6%,1%,4%[59 µM],16%,·,-2%,-4%
CCCC(=O)NC(Nc1ccc(S(=O)(=O)Nc2cc(C)on2)cc1)(C(=O)OCC)C(F)(F)F (stereo not given),-5%,8%,-6%,1%,-1%,14%,1%,0%,-38%
O=C(c1ccco1)N1CCN(Cc2nc(-c3cccs3)no2)CC1,-14%,59%,-14%,-1%,·,26%,-8%,3%,-1%
COc1ccc(-c2noc(CCCC(=O)NC3CCCC3)n2)cc1OC,-18%,34%,-9%,-1%,79µM*,18%,13%,-3%,-2%
Cc1nn(C(C)C(=O)NCc2ccccc2F)c(=O)c2nn(-c3ccccc3)c(C)c12 (stereo not given),-11%,-24%,-19%,0%,?,42%[activator],34%,-11%,-2%
Cc1cc(=S)cc(C)n1CCCO,?,26%,6%,0%,4%[2.33 µM],49%[activator],-3%,-25%,-21%

# Arranged by SMILES length (low to high): some entries from above.
SMILES,JMJD2A Tudor inh,Pol beta inh,POLH inh,BLM inh,G9a inh,POLI inh,APEX1 inh,POLK inh,BAZ2B block
c1ccc2c(c1)OCCc1c-2[nH]c2ccccc12,?,1%,-13%,-9%,?,8%,38%,1%,-34%
Cc1cc(NC(=O)CN2CCOCC2)n(-c2ccccc2)n1,-6%,10%,-11%,-2%,·,-11%,-2%,-12%,-1%
COc1cc(C=O)ccc1OCCOc1ccccc1[N+](=O)[O-],0%[57.1 µM],6%,-22%,-2%,-12%[59 µM],-10%,0%,-12%,7%
CCOc1ccc2nc(SCC(=O)NCc3ccccc3OC)[nH]c2c1,-19%,23%,-3%,-5%,-16%,34%[activator],-6%,9%,-4%
N#Cc1ccccc1OCC(=O)OCC(=O)NC1CCS(=O)(=O)C1 (stereo not given),-6%,·,-5%,·,22%[12.7 µM],-5%,21%,-3%,3%
Cc1nc2sc(C(c3ccc(Cl)cc3)N3CCN(CCO)CC3)c(O)n2n1 (stereo not given),-4%,?,-15%,-1%,23%[59 µM],-2%,18%,-1%,-1%
CC1CCc2c(C(=O)N3CCN(S(=O)(=O)c4cccs4)CC3)csc2C1 (stereo not given),-18%,-4%,-11%,-3%,?,?,-8%,-8%,-12%
COc1ccc(CCNC(=O)c2cccc(-n3c(C)nc4cccnc43)c2)cc1OC,-2%,?,6%,1%,4%[59 µM],16%,·,-2%,-4%
Cc1nn(C(C)C(=O)NCc2ccccc2F)c(=O)c2nn(-c3ccccc3)c(C)c12 (stereo not given),-11%,-24%,-19%,0%,?,42%[activator],34%,-11%,-2%
O=C(NCc1cn(-c2ccccc2)nc1-c1ccccc1)c1ccc([N+](=O)[O-])cc1,-21%,-21%,-16%,-6%,?,14%,1%,5%,-6%

# New compounds follow.
SMILES,JMJD2A Tudor inh,Pol beta inh,POLH inh,BLM inh,G9a inh,POLI inh,APEX1 inh,POLK inh,BAZ2B block
O=C(NCc1ccccc1)C(c1ccco1)N(C(=O)c1csnn1)c1ccccc1 (stereo not given),-11%,27%,1%,1%,27%,7%,-8%,-14%,-4%
CCc1ccc(N2CCn3c2nc2c3c(=O)n(CCc3ccccc3)c(=O)n2C)cc1,-10%,0%,-10%,-11%,-29%[59 µM],3%,·,-20%,-8%
O=C(Nc1nccs1)c1csc2c1CCCC2,-15%,-21%,-14%,-4%,-13%[59 µM],19%,-4%,-18%,-4%
O=C(NCc1ccc2c(c1)OCO2)C(=O)NCC1CCCO1 (stereo not given),-5%,18%,-3%,0%,17%[59 µM],41%[activator],-6%,3%,0%
COc1cccc(/C=N/NC(=O)c2c(-c3ccccc3)noc2C)c1,-19%,4%,-12%,-4%,38%[activator],-4%,4%,1%,7%[57.1 µM]
COC(=O)c1c(NC(=O)c2cc3ccccc3c(=O)o2)sc2c1CCCC2,2%,1%,-15%,-2%,9%[59 µM],19%,·,6%,-1%
COc1ccc(CCN(C)C(=O)CSc2ncnc3sccc23)cc1OC,-10%[11.4 µM],8%,-18%,-2%,-35%,43%[activator],-4%,-5%,-10%
CCOC(=O)Nc1cccc2c1-c1ccc([N+](=O)[O-])cc1C2=O,-26%,·,-7%,·,·,1%,·,-16%,·
O=c1cc(-c2ccccc2F)nc(-c2ccccc2F)o1,2%,3%,-14%,-2%,12%[59 µM],3%,3%,6%,-1%
CS(=O)(=O)Nc1cccc(-c2ccc3ncnc(NCCN4CCOCC4)c3c2)c1,·,·,·,24%,-8%[0.501 µM],·,0%,7%[60.1 µM],·
CCCc1ccc2oc(C(=O)N(Cc3nccn3C)C(C)C)c(C)c2c1,-15%,-17%,-5%,-1%,?,17%,4%,13%,?
O=C(N[C@@H](Cc1ccc(O)cc1)C(=O)O)C(c1ccccc1)c1ccccc1,-4%,7%,3%,-4%,5%[59 µM],4%,-5%,-2%,-9%
CC(CCc1ccccc1)NC(=O)COC(=O)c1ccccc1O (stereo not given),-3%,-1%,-23%,0%,-28%,17%,-5%,1%,6%
CCN(CC)S(=O)(=O)c1cccc2c(N(C)C)cccc12,86%[activator],21%,-20%,-7%,62%[activator][12.7 µM],5%,0%,-4%,79%[activator]
CN(C)c1ccc(C(=O)N2CCNC(=O)C2CC(=O)Nc2ccc(F)cc2)cc1 (stereo not given),-28%,35%,-16%,-3%,-7%[12.7 µM],11%,4%,9%,-9%
CCC(CC)C(=O)Nc1ccccc1NC(C)=O,-32%,8%,7%,0%,8%[59 µM],-11%,5%,-9%,2%
c1csc(CNc2nc(-c3cccs3)nc3ccccc23)c1,7%,-1%,-13%,-16%,20%,57%,6%,-17%,3%
CC1(C)CC[C@]2(C(=O)O)CC[C@]3(C)C(=CC[C@@H]4[C@@]5(C)CC[C@H](O)C(C)(C)[C@@H]5CC[C@]43C)[C@@H]2C1,-17%,0%,-7%,-3%,4%[59 µM],1%,-10%,-5%,13%
CCOC(=O)N1CCN(CC(O)c2c[nH]c3ccccc23)CC1 (stereo not given),-11%,22%,-14%,-1%,-13%[2.33 µM],72%[activator],22%,-7%,-1%
Cc1ccccc1Nc1nn2c(=O)c3ccc(C(=O)NCc4cccs4)cc3nc2s1,-18%,20µM*,?,-14%,-5%[59 µM],79µM*,·,-1%[60.1 µM],-18%
CCOc1cc(C(=O)OCC(=O)c2cc(C)n(CC3CCCO3)c2C)ccc1OCC(=O)N1CCOCC1 (stereo not given),-31%,?,-2%,-11%,?,5%,11%,-19%,-27%
N#Cc1ccc(CN2CCN(C(=O)CCNS(=O)(=O)c3ccc(F)c(Cl)c3)CC2)cc1,-16%,·,0%,·,?,-14%,41%,-1%,0%
CC(C)(C)C(=O)Nc1ccc2nc(SCc3ccccc3)sc2c1,0%,1%,?,-13%,5%[59 µM],13%,·,-10%,4%

# These rows are one share of the data (hit frequency here may not be typical).
